LGR2 inh: blocks bursicon-induced cAMP signaling via Drosophila LGR2. HEK293 LGR2, CRE-luciferase, bursicon-stimulated, 4 h. inhibition, % at 9.99 µM. actives 0.35% (n = 380,000);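 active = drop in luminescence signal, shown as inhibition above about 50% in the replicate tests, limit read from the data, passing the limit was not always enough; inconclusive = probably only some replicates passing the limit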;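 note: agonist challenge used bursicon conditioned medium at about half maximal strength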
EWS-Fli block: blocks EWS/Fli oncoprotein-driven transcription; A673 NR0B1-luciferase reporter, viability-normalised; inhibition, % at 12.6 µM; actives 0.67% (n = 350,000); AID 651661;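 active = mean inhibition of at least 50% after viability correction, with every replicate also passing that limit; inconclusive = mean reaches 50% but only one of two replicates passes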;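 note: firefly luciferase signal divided by Alamar Blue viability fluorescence both relative to DMSO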
Cneo AK release: causes C. neoformans cell lysis; adenylate kinase release luminescence, 4 h; normalised: neutral wells 0, clomiphene wells 100; lysis activity, % at 15 µM; actives 0.2% (n = 360,000);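 active = mean lysis activity across replicates of at least 80%, whatever share of replicates individually reach that level; inactive = mean lysis activity below 80%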
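Test system: log-phase Cryptococcus neoformans yeast cells. Input: 5 × 10^6 yeast cells/mL. Medium: fresh YPD growth medium. Doses: single dose. Incubation: static 4 h at 37 °C with compound, 1 h detection. Measured by: luminescent adenylate kinase detection reagent. Read-out: signal increase indicating cell lysis. Benchmarks: Clomiphene.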
PGC1a acetyl inh: modulators of PGC1a acetylation; U2OS PGC1a acetylation, AlphaScreen anti-acetyl-lysine; with virally co-expressed GCN5 acetyltransferase; inhibition, % at 15.6 µM; actives 0.17% (n = 350,000);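 active = every replicate shows inhibition of at least 40%; inconclusive = mean inhibition at least 40% but some replicate below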;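 note: 0% = neutral control wells and 100% = positive control wells; some results beyond the cut were filed as inactive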
Casp6 inh: blocks human caspase-6 cleavage activity; P55212; purified caspase-6, Z-VEID-R110 cleavage fluorescence; inhibition, % at 12.5 µM; actives 0.53% (n = 350,000);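 active = mean inhibition across replicates at least about 35%, with every replicate also reaching that limit, limit read from the data; inconclusive = only one of the two criteria met; inactive = neither criterion met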;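 note: 0% = median of neutral control wells and 100% = no fluorescence left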
Target sequence (P55212 24-179 limits assumed): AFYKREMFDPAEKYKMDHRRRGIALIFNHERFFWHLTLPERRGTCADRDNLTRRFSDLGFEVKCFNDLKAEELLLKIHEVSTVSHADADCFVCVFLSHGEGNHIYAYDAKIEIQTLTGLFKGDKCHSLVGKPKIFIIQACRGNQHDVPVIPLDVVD
Target sequence (P55212 194-293 limits assumed): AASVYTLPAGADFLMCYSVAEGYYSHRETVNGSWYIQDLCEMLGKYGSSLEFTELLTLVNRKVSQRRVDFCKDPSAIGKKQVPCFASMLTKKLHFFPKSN
PAX8 inh HTS: inhibitors of PAX8 transcriptional activity in RMG-I cells | RMG-I TPO-luciferase reporter, SteadyGlo, 24 h | inhibition, % at 12.6 µM | actives 1.2% (n = 360,000);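 active = mean replicate inhibition at least 60% with every replicate also reaching 60%; inconclusive = only one of the two criteria is met; inactive = mean below 60% and not all replicates reaching 60%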;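 note: luciferase light reporting Pax8 driven TPO promoter activity; plate controls were median of neutral control wells for no effect and mitoxantrone controls for full effect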
miR122 inh: inhibitors of miR-122 in Huh7 cells | Huh7 miR-122 Renilla luciferase sensor, 48 h; neutral wells = 0, positive control = 100 | activation (reporter increase), % at 12.5 µM | actives 0.3% (n = 340,000) | AID 602342;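 active = mean replicate activation score at least 90 and every replicate individually at or above 90; inconclusive = only one of the two criteria met; inactive = neither criterion met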;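 note: higher luciferase means less miR-122 activity so hits act as miR-122 inhibitors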
FN deposition inh: fibronectin deposition inhibition; AH1F fibroblasts, Alexa488-fibronectin deposition fluorescence, overnight; inhibition, % at 12.6 µM; actives 0.086% (n = 350,000);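 active = mean inhibition across replicates of 30% or more, regardless of how many single replicates reach that level; inconclusive = mean under 30% yet at least half of replicates reach 30%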;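 note: positive control wells lacked labelled fibronectin entirely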
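Test system: AH1F fibroblast monolayer depositing Alexa488-labelled fibronectin into matrix. Input: 10000 cells per well. Technique: fluorescence, ex 485 nm, em 525 nm. Buffer or medium: DMEM plus 2% serum, read in PBS. Timing: 1 h cell adhesion before compound, then overnight fibronectin incubation. Compound: single dose, pinned. Read-out basis: inhibition from reduced deposited-fibronectin fluorescence.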
An asterisk follows results filed as active; ? = inconclusive; / = not tested or not shown; & = joins results of further samples; [ ] = remark or other dose.

SMILES	LGR2 inh	EWS-Fli block	Cneo AK release	PGC1a acetyl inh	Casp6 inh	PAX8 inh HTS	miR122 inh	FN deposition inh
Cc1cccc(N2CCN(C(C(=O)NCc3ccccc3)c3ccco3)CC2)c1C (configuration not stated)	2	-29	/	/	-4	-1	/	-4
C[C@H]1CN([C@@H](C)CO)C(=O)c2cccc(NS(=O)(=O)c3cccs3)c2O[C@H]1CN(C)CC1CCCCC1	8	-11	/	/	/	-10	7[16.7 µM]	-2
CC1(C)OC(=O)C=C[C@]2(C)[C@H]3CC[C@@]4(C)[C@H](c5ccoc5)OC(=O)[C@H]5O[C@]54[C@]3(C)C(=O)C[C@@H]12	-9	2	1	0	2	5	-5	-5
COCC(=O)N1[C@@H](CO)[C@@H](c2ccc(-c3cccc(OC)c3)cc2)C12CN(C(C)=O)C2	-14	0	/	-6	0	-12	/	/
O=C(CN1C(=O)CCC1=O)Nc1nc(-c2nc3ccccc3s2)cs1	-54	-84	-2	-3	4	-131	-4	3
Cc1c(C(=O)N2CCN(C)CC2)oc2ccc(Br)cc12	-33	-72	6	-13	2	-78	2	0
COc1ccc(CN(C)C[C@H]2OCCCC[C@@H](C)Oc3ccc(NC(=O)CCCN(C)C)cc3C(=O)N([C@@H](C)CO)C[C@@H]2C)cc1	5	-30	3	-4	0	-27	-1[16.7 µM]	/
O=C(Nc1ccc(F)cc1)Nc1ccc2c(c1)[C@@H]1C[C@H](CC(=O)N3CCCCC3)O[C@H](CO)[C@@H]1O2	-5	13	-1	-5	/	7	-6[16.7 µM]	-10
O=C(C[C@@H]1CC[C@H]2NC[C@H](O)COC[C@@H]2O1)NCCc1ccncc1	-12	-4	2	6	-1	-5	-4[16.7 µM]	1
COc1ccccc1CC(=O)N1CCN(c2ccc(F)cc2)CC1	/	12	/	-8	-1	10	/	-9
O=C1NC(=Nc2ccc(Cl)cc2)SC1Cc1cccc(Cl)c1Cl (configuration not stated)	/	-9	4	5	-1	12	4	6
O=C(NCCc1ccccc1)C(NS(=O)(=O)c1cccc2nsnc12)c1ccccc1 (configuration not stated)	-2	/	/	-8	/	/	-1	2
C[C@@H]1CN([C@@H](C)CO)C(=O)c2ccccc2-c2ccccc2CO[C@H]1CN(C)C(=O)c1ccc(F)cc1	0	-9	-1	-9	0	2	/	-7
CC(C)(C)c1cc(C(=O)O)n[nH]1	14	7	-1	1	-1	/	/	/
O=C(C[C@@H]1C=C[C@@H](NC(=O)Cc2ccccn2)[C@@H](CO)O1)NCCc1ccncc1	2	-2	44	13	2	-5	/	-5
Cn1c2c(c3cc([N+](=O)[O-])ccc31)CCCC2	-3	4	5	/	2	-18	/	5
COc1cccc(CNc2nc3cc(-c4ccc(F)cc4)sc3c(=O)n2C)c1	-9	11	-1	/	0	6	/	-5
C=CCn1c(C)nc2ccccc2c1=O	-8	-12	/	2	-1	6	/	/
COc1ccc(CN(C)C[C@@H]2Oc3ccc(NC(=O)Cn4cnnn4)cc3C(=O)N([C@H](C)CO)C[C@H]2C)cc1	18	/	-6	7	2	-9	5[16.7 µM]	/
O=C(NCc1ccco1)Nc1cccc([N+](=O)[O-])c1	-18	-2	-1	/	/	-9	/	0
CC(=O)Nc1cccc(-c2ccnc3c2CC(C)(C(=O)NCc2ccncc2)O3)c1 (configuration not stated)	10	-1	3	-11	1	/	4	-4
O=C(NC1CC2CCC(C1)N2C(=O)NC1CCCCC1)NC12CC3CC(CC(C3)C1)C2 (configuration not stated)	/	/	-1	-6	/	-7	9	-3
CN1[C@@H]2c3ccc(-c4ccncc4)c(=O)n3C[C@H]1[C@H](CO)[C@H]2C(=O)Nc1nccs1	5	3	1	-6	2	-5	0[16.7 µM]	/
COc1cccc(OCCOCC(O)CN2CCN(Cc3ccc(Cl)cc3)CC2)c1 (configuration not stated)	7	11	1	-7	0	14	-2	2
Cc1nc(-c2ccccc2)nn1-c1ccc([N+](=O)[O-])cc1	-75	-78	1	7	-2	-128	-12	-1
O=C(Nc1ccccc1F)c1cc2nc(C(F)F)cc(C(F)F)n2n1	/	/	0	-14	/	-134	18	/
O=C(NCc1ccc(Cl)c(Cl)c1)c1cccnc1	-4	/	-1	-14	/	/	1	/
Cc1ccc(S(=O)(=O)N2CCC(C(=O)NCc3ccccc3CN3CCCC3)CC2)cc1	1	8	0	-6	-3	1	5	4
C[C@@H]1CN([C@H](C)CO)C(=O)c2c(c3ccccc3n2C)-c2ccccc2CO[C@H]1CN(C)C(=O)Nc1cccc(C(F)(F)F)c1	29	8	/	/	2	79*	/	9
Cc1c(C(c2cc(O)ccc2O)c2c(C)n(C)n(-c3ccccc3)c2=O)c(=O)n(-c2ccccc2)n1C	3	9	3	6	1	-10	0	0
Cc1cc(OC(C)C(=O)Nc2ccc(S(=O)(=O)Nc3onc(C)c3C)cc2)cc(C)c1Cl (configuration not stated)	1	/	-1	4	5	2	-5	/
CCn1cc(C(=O)NCCCOC(C)C)c(=O)c2cc(S(=O)(=O)N3CCCC3)ccc21	-11	-6	2	-20	3	9	-1	7
CCOC(=O)c1cc(NC(=O)Cc2ccc(S(=O)(=O)N3CCOCC3)s2)cc(C(=O)OCC)c1	15	?	8	-5	-2	28	1	-9
O=C(CC1CC1)N1CC2(C1)[C@@H](c1ccccc1)[C@@H](CO)N2C(=O)C1CCOCC1	1	5	/	11	-1	/	/	/
Cn1c(SCC(=O)Nc2ccc(C(=O)O)cc2)nc2scc(-c3ccccc3Cl)c2c1=O	1	8	-1	-6	10	15	-2	3
COCCn1c(C)cc(C(=O)CSc2nc(C)cc(C)c2C#N)c1C	/	/	3	4	/	11	-2	5
O=C(N/N=C/c1ccncc1)c1ccc(NS(=O)(=O)c2cccs2)cc1	9	4	/	-3	1	12	/	-1
CCCC(CCC)C(=O)OC1C[C@H]2CC[C@@H](C1)[N+]2(C)C (some centres not stated)	6	-2	-1	/	4	3	-1	1&0
COc1ccc(CNC(=O)CSc2nn3c(=O)c(C(C)(C)C)nnc3s2)cc1OC	-10	2	/	14	/	4	3	-1
CCN(CC)CCCNC(=O)c1ccc(OCC(=O)Nc2ccccc2C(F)(F)F)c(OC)c1	-11	5	2	16	-10	5	9	3
C[C@@H]1CCCCO[C@@H](CN(C)S(=O)(=O)c2ccc(F)cc2)[C@@H](C)CN([C@H](C)CO)C(=O)c2cc(NS(=O)(=O)c3ccccc3)ccc2O1	1	-1	-10	-1	-3	-36	-6[16.7 µM]	/
CCOC(=O)Cn1c(CN2CCN(C(=O)c3ccco3)CC2)nc2c1c(=O)n(C)c(=O)n2C	13	5	1	-6	-2	5	1	0
C[C@@H]1CN([C@H](C)CO)C(=O)Cc2cc(NC(=O)Nc3ccccc3)ccc2O[C@H]1CN(C)C(=O)Nc1ccc(F)cc1	-15	0	0	2	0	/	-2[16.7 µM]	/
O=c1[nH]c2ccc(NCc3ccc(F)cc3)cc2[nH]1	-8	-9	3	-4	2	-20	-9	0
COc1cccc(NC(=O)N2CC(=O)N3[C@H](C2)[C@H](c2ccc(Br)cc2)[C@@H]3CO)c1	8	23	/	-4	1	/	/	/
O=C(C[C@@H]1C=C[C@H](NS(=O)(=O)c2ccc(F)cc2)[C@H](CO)O1)NCCN1CCCCC1	-12	4	-3	1	-1	2	/	/
COc1ccc(NC(=O)N(C)C[C@@H]2Oc3ccc(NC(=O)Cc4cn(C)c5ccccc45)cc3CC(=O)N([C@H](C)CO)C[C@H]2C)cc1	-9	-4	6	2	-1	-3	7[16.7 µM]	/
O=C(NCc1ccncc1)C(=O)NCC1OCCCN1S(=O)(=O)c1cc(F)ccc1F (configuration not stated)	-2	/	1	0	-3	-16	-9	3
CCC(=O)N(C)C[C@H]1Oc2ncc(-c3ccccc3OC)cc2C(=O)N([C@@H](C)CO)C[C@H]1C	7	-2	-3	-5	2	/	-10[16.7 µM]	13
O=C(CCNC(=O)c1ccccc1)N=Nc1c(O)[nH]c2ccccc12	/	-7	/	/	-1	9	/	24
CCc1ccc(NC(=O)C/C(C)=N/NC(=O)COc2ccccc2C)cc1	1	-1	0	/	-4	25	/	9
COc1ccc(OC(C)C(=O)NC2CCCCCC2)cc1 (configuration not stated)	-6	2	0	1	3	-9	-1	-1
COc1ccc2c3c(n(C)c2c1)[C@H](CO)NCC31CCN(Cc2ccccc2Cl)CC1	11	7	/	-3	/	/	/	17
CCC(=O)NC[C@H]1[C@@H](c2ccccc2)[C@@H](CO)N1C(=O)C1CC1	8	-9	-3	0	-1	-4	36[16.7 µM]	-7
CCOC(=O)c1ccc(Nc2cnc3ccccc3n2)cc1	-44	-80	/	7	-1	-194	/	/
O=C(C[C@H]1CC[C@H](NC(=O)Nc2ccccc2F)[C@H](CO)O1)NCc1ccc(F)cc1	-2	-1	/	4	4	/	/	/

Other compounds follow.
SMILES	LGR2 inh	EWS-Fli block	Cneo AK release	PGC1a acetyl inh	Casp6 inh	PAX8 inh HTS	miR122 inh	FN deposition inh
CC1CCN(C(=O)CN(c2ccc(Cl)c(C(F)(F)F)c2)S(C)(=O)=O)CC1	11	/	-1	3	/	/	-1	/
C[C@H](CO)N1C[C@H](C)[C@H](CN(C)Cc2ccc(C(F)(F)F)cc2)OCCCC[C@H](C)Oc2ccc(NC(=O)C3CCCCC3)cc2C1=O	22	6	2	-3	/	24	-11[16.7 µM]	/
Cc1ccc(Cl)cc1NC(=O)COC(=O)CC1CCCCC1	-3	4	0	/	3	10	/	4
COc1cccc(-c2nnc(NC(=O)c3ccc(S(=O)(=O)N4CC(C)OC(C)C4)cc3)o2)c1 (configuration not stated)	/	/	3	-5	/	27	-9	-3
Cc1cccc2c(C(=O)N3CCN(c4ccccn4)CC3)cc(-c3cccc(Br)c3)nc12	-2	/	-1	/	0	17	/	/
N/C(CN1CCSCC1)=N\OCc1c(F)cccc1Cl	-9	-5	0	-5	-4	-9	-6	-6
CC(C)CC1C(=O)N(Cc2cn(CCC3OCCO3)nn2)CCS(=O)(=O)N1Cc1ccc(-c2ccccc2)cc1 (configuration not stated)	13	10	-1	-10	-2	27	-10	9
CSc1ccc(/C=C(/NC(=O)c2ccc(C)cc2)C(=O)Nc2cccc(F)c2)cc1	0	/	0	0	/	7	2	2
N#CCCCC#Cc1ccc2c(c1)COc1c3ccccc3nn1-2	98*	67*	-8	/	-1	32	-3	-5
CC(C)C#Cc1ccc2c(c1)O[C@@H](CN(C)Cc1cccnc1)[C@H](C)CN([C@H](C)CO)S2(=O)=O	-8	32	-1	4	-4	21	19[16.7 µM]	4
O=C(NCc1cccs1)C1CC(c2ccccc2O)=NO1 (configuration not stated)	-28	-1	3	-4	-1	/	-2	/
COc1ccc(N(CCCN2C(=O)c3cccc4cccc(c34)C2=O)C(=O)c2ccncc2)cc1	-1	7	/	11	1	32	/	10
O=C(O)c1cc(-c2ccccn2)n[nH]1	/	/	0	13	/	/	-3	2

Screening results deposited in PubChem BioAssay by Broad Institute.

Hits appear at their usual frequency; overall some 2.5% were active at least once.
